Growth percent in the NCI-60 one-dose screen (48 h, 10 µM unless noted): 100 = growth as untreated, 0 = no growth, -100 = all killed.
SK-MEL-5 = SK-MEL-5 melanoma | AID 1794755 | 80,000 tested, 6.4% active
HOP-92 = HOP-92 NSCLC cells; 71,000 tested, 6.3% active; AID 1794738
A549/ATCC = A549/ATCC NSCLC. 81,000 tested, 3.7% active
HOP-62 = HOP-62 NSCLC; 80,000 tested, 3.9% active; AID 1794735
EKVX = EKVX NSCLC; AID 1794765; 71,000 tested, 3% active
SK-MEL-2 = SK-MEL-2 melanoma; 77,000 tested, 4.7% active
SK-MEL-28 = SK-MEL-28 melanoma; 81,000 tested, 4.1% active
M14 = M14 melanoma; 80,000 tested, 6.2% active
Starred values were filed as active, the others as inactive; . = not tested or not shown; & = joins results of further samples. The calls were made as follows: active = growth percent below 10; inactive = the rest. Rows are unselected; 11% or so of the library scored in one or more.

SMILES	SK-MEL-5	HOP-92	A549/ATCC	HOP-62	EKVX	SK-MEL-2	SK-MEL-28	M14
CCN1C(=O)N(CC)C2C1NN=c1s/c(=C3\C(=O)N(CC(C)(C)C)c4ccccc43)c(=O)n12 (stereo unspecified)	.	79	30	47	50	54	64	18
CCOC(=O)c1nn(CC(O)c2ccccc2)c(NC(=O)Nc2cccc3ccccc23)c1C (stereo unspecified)	95	76	93	90	102	103	115	106
O=C1OC2(OC(=O)c3ccccc32)N(c2ccc([N+](=O)[O-])cc2)c2ccccc21 (stereo unspecified)	100	108	103	109	97	101	102	86
COc1ccc(C(=O)NNc2nc(Cl)nc(Cl)n2)cc1	.	93	102	94	.	100	100	105
O=C(Nc1ccc(I)cc1F)c1cc(F)ccc1O	.	-9.6*	6.5*	-17*	5.8*	-36*	-5.2*	-15*
CCCCC[n+]1ccc(SCC(=O)N(C)c2ccccc2OC(F)(F)F)c2ccccc21	.	81	105	114	101	105	102	.
O=C(O)CC(C(=O)O)c1ccccc1 (stereo unspecified)	102&111	78	103&109	94&101	99&120	95	107&110	93&103
CCSc1nc(N)c2c(c1C#N)C(O)(c1ccccc1)NC2=O (stereo unspecified)	97	91	100	99	89	95	110	98
Oc1ccc(-c2nc(N3CCOCC3)c3c4c(sc3n2)CCCC4)cc1	63	47	67	82	33	80	71	89
CCC(COC(=O)CS)(COC(=O)CS)COC(=O)CS	104	118	107	95	.	87	101	97
COCOc1ccc2c(=O)c(C)c(C(=O)N[C@@H](Cc3ccccc3)C(O)C(=O)NCc3ccccc3)oc2c1 (stereo partly specified)	98	98	96	99	100	106	104	108
C/C(=C(/c1ccccc1)c1ccc(N2C(=O)c3cccc4c(NCc5ccccc5)ccc(c34)C2=O)cc1)c1ccccc1	99	89	93	100	75	107	107	89
CCn1cc(/C=C2\Oc3cc(OCC#N)ccc3C2=O)c2cc(OC)ccc21	25	71	41	37	48	38	71	23
O=C(O)CCC(NC(=O)C1CCCCC1C(=O)O)C(=O)O (stereo unspecified)	101	87	103	112	112	111	110	113
N=c1nc(N)ncn1-c1ccccc1	102	.	92	93	100	106	99	106
Nc1ccc(S(=O)(=O)Nc2nc(/C=C/c3ccccc3)cc(-c3cc(/C=C/c4ccccc4)nc(NS(=O)(=O)c4ccc(N)cc4)n3)n2)cc1	101	100	104	100	91	122	110	105
COc1ccc(C(=O)c2sc(Nc3cccc(F)c3)nc2N)cc1	99	.	93	98	.	107	105	103
O=Cc1cnc(C2OCCO2)s1	103	106	102	99	97	88	100	111
CCCCOc1ccc(NC(=O)n2nc(N=NN(C)C)c3ccc(Cl)cc32)cc1	107	93	111	88	102	98	106	89
Nc1c(C(=O)O)cc(Cl)cc1S(=O)(=O)O	105	.	104	101	.	117	101	108
O=C1c2c(O)ccc(Cl)c2C(=O)c2c(O)ccc(Cl)c21	100	89	103	103	105	98	107	105
COC(=O)C1CCCN1C(=O)[C@@H]1CCCN1C(=O)[C@H](Cc1c[nH]c2ccccc12)NC(=S)Nc1cc(C(F)(F)F)cc(C(F)(F)F)c1 (stereo partly specified)	58	17	37	80	50	67	81	61
COC(=O)c1cccc(C)c1[N+](=O)[O-]	106	83	96	102	99	106	122	110
COc1ccc(-c2nn(-c3cccc(Cl)c3)cc2-c2c(C#N)c(=O)n3[nH]c(-c4ccc(C)o4)nc3c2C#N)cc1	55	55	57	.	41	68	62	45
c1coc(C2=NC(c3ccco3)C(c3ccco3)N2)c1 (stereo unspecified)	114&100	112	91&105	102	113&102	117&114	114&105	91&94
SMILES	SK-MEL-5	HOP-92	A549/ATCC	HOP-62	EKVX	SK-MEL-2	SK-MEL-28	M14
CCCCN1CCN(c2ccc3nc(-c4ccc5nc(-c6cc(OC)c(OC)c(OC)c6)[nH]c5c4)[nH]c3c2)CC1	45	50	105	61	106	84	66	59
CC(=O)OCCCCC[n+]1ccc(SCC(=O)n2ccc3ccccc32)c2ccccc21	98	102	106	92	97	105	111	96
Cc1ccc(CN(C(=O)CNC(=O)OC(C)(C)C)C(C(=O)NC(C)(C)C)c2ccccc2)o1 (stereo unspecified)	110	77	93	102	109	105	108	110
CCCCCOC(=O)N1CCCCC1	106	94	91	95	98	97	117	98
O=C(O)CCC(NC(=O)OCc1ccccc1)C(=O)O (stereo unspecified)	101	96	.	.	.	105	109	103
O=[N+]([O-])c1ccc(-c2cc3c(Nc4ccc5c(cnn5Cc5ccccc5)c4)ncnc3s2)cc1	89	84	51	82	74	94	106	97
CO[C@@]12C=C[C@@]34CCC(=O)N3c3ccccc3[C@@H](O1)C4C2	104	93	98	98	99	101	113	100
CC(=O)[C@@]12O[C@](C)(c3ccccc3)O[C@@H]1CC1C3CCC4=CC(=O)CC[C@]4(C)C3CC[C@@]12C (stereo partly specified)	55	76	71	.	63	.	99	87
c1ccc(COc2ccc(Nc3ncnc4onc(-c5ccccc5)c34)cc2)cc1	93	82	86	95	98	100	98	96
COc1cc(C2CC(=O)c3c(C)nn(-c4nc5ccccc5[nH]4)c3C2)cc(OC)c1OC (stereo unspecified)	87	-3.6*	60	32	.	91	86	102
N#Cc1nc(CC(=O)c2ccncc2)c(CC(=O)c2ccncc2)nc1C#N	101	94	101	100	85	113	110	97
CCN(CC)c1ccc(/C=C(\C#N)c2cc3ccccc3[nH]2)cc1	52	97	39	78	72	43	67	30
CC(N)CCCc1ccccc1 (stereo unspecified)	103	92	93	98	100	115	114	98
Cc1cc(NCc2cn(-c3ccc(C(F)(F)F)cc3)nc2-c2ccc(C(=O)O)cc2)ccc1F	80	95	56	94	77	91	76	79
O=C(NCCCNc1nccc(-n2ccc3cccnc32)n1)C1CCCCC1	101	99	101	107	93	102	105	101
COc1ccc2cc(C(C)C(=O)Nc3ccc(-c4nnc(C5CCCCC5)s4)cc3)ccc2c1 (stereo unspecified)	114	92	109	114	117	125	95	102
CCC(CC)NCCOC(=O)c1ccccc1	107&104	.	105&106	111&99	106	111&95	107&110	101&104
COC(=O)C1=C(C)NC(=O)NC1c1ccc2c(c1)OCO2 (stereo unspecified)	101	104	96	92	94	104	101	97
N#Cc1ccc2c(c1)N(CCCN1CCC(O)CC1)c1ccccc1S2	.	34	97	88	72	90	102	83
COc1ccc(N2CN(c3nc4ccc(NS(=O)(=O)c5ccc(OC)c(OC)c5)cc4s3)C(=O)c3cccnc32)cc1	101	77	103	103	94	111	106	114
COc1cccc(Oc2nc(Nc3ccc(N4CCOCC4)cc3)ncc2NC(=O)Nc2cc(Cl)cc(Cl)c2)c1	88	101	59	90	85	94	91	83
O=C(Oc1ccc(NC(=O)c2cc3c(cc2Br)OCO3)cc1)c1ccccc1	101	.	112	116	106	117	122	109
CCOC(C)C(Nc1ccc(C(=O)O)cc1)C(=O)Nc1ccc(C(=O)O)cc1 (stereo unspecified)	102	102	78	74	100	70	99	104
CCn1cc(C(=O)O)c(=O)c2cc(F)c(N3CCN(C(=O)CSc4nc(-c5ccc(C)cc5)c(C#N)c(=O)[nH]4)CC3)cc21	104	91	85	93	104	91	112	91
CCN(CC)CCCCCNc1cc(OC(=O)c2ccc(Cl)cc2)cc2cccnc12	105	38	95	96	104	103	116	102

Retrieved one by one from above (6):
SMILES	SK-MEL-5	HOP-92	A549/ATCC	HOP-62	EKVX	SK-MEL-2	SK-MEL-28	M14
O=C(Oc1ccc(NC(=O)c2cc3c(cc2Br)OCO3)cc1)c1ccccc1	101	.	112	116	106	117	122	109
O=C(NCCCNc1nccc(-n2ccc3cccnc32)n1)C1CCCCC1	101	99	101	107	93	102	105	101
c1ccc(COc2ccc(Nc3ncnc4onc(-c5ccccc5)c34)cc2)cc1	93	82	86	95	98	100	98	96
COc1cc(C2CC(=O)c3c(C)nn(-c4nc5ccccc5[nH]4)c3C2)cc(OC)c1OC (stereo unspecified)	87	-3.6*	60	32	.	91	86	102
CCn1cc(C(=O)O)c(=O)c2cc(F)c(N3CCN(C(=O)CSc4nc(-c5ccc(C)cc5)c(C#N)c(=O)[nH]4)CC3)cc21	104	91	85	93	104	91	112	91
CCN(CC)CCCCCNc1cc(OC(=O)c2ccc(Cl)cc2)cc2cccnc12	105	38	95	96	104	103	116	102

Next section
SMILES	SK-MEL-5	HOP-92	A549/ATCC	HOP-62	EKVX	SK-MEL-2	SK-MEL-28	M14
CC(=O)OC[C@H]1OC(Sc2sc(C(=O)c3ccc(Cl)cc3)c(N)c2-c2nc3ccccc3s2)[C@H](OC(C)=O)[C@@H](OC(C)=O)[C@H]1OC(C)=O (stereo partly specified)	47	90	90	87	76	105	99	91
CCc1cc(-c2cc(CC)nc(N)n2)nc(N)n1	99	95	97	101	96	103	105	104
COc1cc(-n2cc(-c3ccc(Cl)cc3)n(C(C)=O)c2=O)cc(OC)c1OC	95	134	88	90	84	97	105	96
Cc1ccc(NC(=O)c2ccc(CN3CCN(C)CC3)cc2)cc1Oc1ccc(-c2[nH]nc3ncnc(N)c23)cc1	85	98	99	104	107	103	89	.
CC(=O)Nc1ccc(S(=O)(=O)Nc2ccc(S(=O)(=O)c3ccc(NS(=O)(=O)c4ccc(NC(C)=O)cc4)cc3)cc2)cc1	97	93	58	73	103	102	109	98
CN(C)CCCN1c2ccccc2Oc2ccc(Cl)cc21	74	35	69	63	84	101	99	71
O=C(Cn1nncc1CN1C(=O)CSC1=O)Nc1ccc(F)c(Cl)c1	104	96	100	107	102	111	110	100
c1ccc2c(c1)nc(-c1ccncc1)c1cccn12	115	.	95	105	117	120	130	122
CCCCc1oc2ccc([N+](=O)[O-])cc2c1C(=O)c1ccc(C#CC2CCCC2)cc1	97	106	97	100	80	109	108	95
Cc1ccc(S(=O)(=O)N(C)CC(=O)NNC(=O)CSc2ccc(F)cc2)cc1	110	86	104	96	93	104	108	101
CSc1nc(N)c2c(n1)NC(c1ccc(Cl)cc1)C1CCc3ccccc3C1=N2 (stereo unspecified)	98	85	104	86	88	129	.	95
CCOc1ccccc1/C=N\NC(=O)CCCCCCCCC(=O)N/N=C\c1ccccc1OCC	94	96	95	98	93	93	104	100
COc1cccc(/C=C2\SC(=Nc3ccc(NC(C)=O)cc3)NC2=O)c1OC	96	55	96	92	103	110	101	98
CC(=O)/C=C(\C)Nc1ccccc1O	98	.	88	113	102	85	116	98
Nc1cc(N)nc(S(=O)O)n1	99	67	96	.	96	101	109	96
COc1ccc(/C=C2\C(=O)N(c3nc(-c4c(O)cc(C)oc4=O)cs3)N=C2C)cc1OC	101	89	102	104	103	106	104	101
NC(N)=Nc1cccc2ccccc12	103	88	69	85	106	106	112	95
COc1ccc(COC2CCC(=O)N2)cc1O (stereo unspecified)	112	107	100	105	111	97	101	100
S=C(Nc1ccc(OCc2nc3ccc(Cl)cc3[nH]2)cc1)NC1CCCCC1	-97*	-4.4*	16	-21*	-7.8*	-45*	1.0*	-37*
CC1=CC(=O)C(C(C)C)=CC1=O	98	90	97	103	.	109	108	111
O=C1CC(c2ccccc2)Oc2ccc(Cl)cc21 (stereo unspecified)	103	36	101	87	105	92	114	106

Part of the list above, as a markdown table:
| compound | SK-MEL-5 | HOP-92 | A549/ATCC | HOP-62 | EKVX | SK-MEL-2 | SK-MEL-28 | M14 |
| --- | --- | --- | --- | --- | --- | --- | --- | --- |
| O=C1c2c(O)ccc(Cl)c2C(=O)c2c(O)ccc(Cl)c21 | 100 | 89 | 103 | 103 | 105 | 98 | 107 | 105 |
| CC(=O)Nc1ccc(S(=O)(=O)Nc2ccc(S(=O)(=O)c3ccc(NS(=O)(=O)c4ccc(NC(C)=O)cc4)cc3)cc2)cc1 | 97 | 93 | 58 | 73 | 103 | 102 | 109 | 98 |

Gathered by group, those above containing a COOH group (7)
SMILES	SK-MEL-5	HOP-92	A549/ATCC	HOP-62	EKVX	SK-MEL-2	SK-MEL-28	M14
O=C(O)CC(C(=O)O)c1ccccc1 (stereo unspecified)	102&111	78	103&109	94&101	99&120	95	107&110	93&103
O=C(O)CCC(NC(=O)C1CCCCC1C(=O)O)C(=O)O (stereo unspecified)	101	87	103	112	112	111	110	113
Nc1c(C(=O)O)cc(Cl)cc1S(=O)(=O)O	105	.	104	101	.	117	101	108
O=C(O)CCC(NC(=O)OCc1ccccc1)C(=O)O (stereo unspecified)	101	96	.	.	.	105	109	103
Cc1cc(NCc2cn(-c3ccc(C(F)(F)F)cc3)nc2-c2ccc(C(=O)O)cc2)ccc1F	80	95	56	94	77	91	76	79
CCOC(C)C(Nc1ccc(C(=O)O)cc1)C(=O)Nc1ccc(C(=O)O)cc1 (stereo unspecified)	102	102	78	74	100	70	99	104
CCn1cc(C(=O)O)c(=O)c2cc(F)c(N3CCN(C(=O)CSc4nc(-c5ccc(C)cc5)c(C#N)c(=O)[nH]4)CC3)cc21	104	91	85	93	104	91	112	91

Bioassay records: PubChem, NCI
